# RBX1-CUL1 inh – inhibitors of human ROC1-CUL1 ubiquitin ligase activity; P62877+Q13616; in vitro K48 di-Ub FRET, acceptor:donor ratio, 45 min; inhibition, % at 10 µM; 140,000 compounds, 0.6% hits; in the data active = inhibition above about 25%
# Target sequence (P62877 whole entry, looked up): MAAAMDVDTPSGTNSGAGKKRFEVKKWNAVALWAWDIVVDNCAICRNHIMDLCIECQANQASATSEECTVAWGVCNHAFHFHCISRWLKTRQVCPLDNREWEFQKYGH
# Target sequence (Q13616 whole entry, looked up): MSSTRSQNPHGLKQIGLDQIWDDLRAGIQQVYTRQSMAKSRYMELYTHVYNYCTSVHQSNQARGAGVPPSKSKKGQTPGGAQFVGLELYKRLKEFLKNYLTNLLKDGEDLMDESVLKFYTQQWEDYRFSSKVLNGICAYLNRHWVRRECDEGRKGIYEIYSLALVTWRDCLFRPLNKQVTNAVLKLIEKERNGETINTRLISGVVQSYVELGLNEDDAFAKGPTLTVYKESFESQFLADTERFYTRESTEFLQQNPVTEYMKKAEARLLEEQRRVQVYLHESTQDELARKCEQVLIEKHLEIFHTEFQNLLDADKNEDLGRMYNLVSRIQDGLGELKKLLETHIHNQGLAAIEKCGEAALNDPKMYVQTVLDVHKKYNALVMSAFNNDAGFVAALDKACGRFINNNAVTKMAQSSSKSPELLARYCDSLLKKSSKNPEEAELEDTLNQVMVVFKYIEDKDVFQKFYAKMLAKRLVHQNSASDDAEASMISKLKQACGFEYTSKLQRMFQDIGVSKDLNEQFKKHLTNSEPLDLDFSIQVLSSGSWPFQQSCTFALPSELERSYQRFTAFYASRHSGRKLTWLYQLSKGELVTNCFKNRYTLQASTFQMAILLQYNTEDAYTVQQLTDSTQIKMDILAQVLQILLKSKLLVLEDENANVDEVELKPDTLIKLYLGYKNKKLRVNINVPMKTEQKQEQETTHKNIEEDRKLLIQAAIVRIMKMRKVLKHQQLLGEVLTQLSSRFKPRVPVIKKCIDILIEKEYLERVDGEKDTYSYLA
# * marks the source's active call; other numbers are inactive results.
structure | RBX1-CUL1 inh
O=C(N/N=C/c1ccc2c(c1)OCO2)c1csc2ccccc12 | 4
Cc1oc2c(c1C(=O)NCc1cccc(Br)c1)C1=NCCN1C=N2 | -5
O=C(NC(NCCC12CC3CC(CC(C3)C1)C2)(C(F)(F)F)C(F)(F)F)c1cccc(F)c1 | -12
O=C(NCCn1cccn1)c1ccc(OC2CCN(C(=O)C3CC3)CC2)cc1 | -3
COC(=O)c1cc(NC(=O)CSc2nnc(COc3c(C)cccc3C)o2)ccc1Cl | 8
O=C1C(=O)N(CCO)C(c2ccc(F)cc2)C1C(=O)c1ccc(Cl)cc1 (configuration not stated) | -3
N#Cc1cccc(NC(=O)c2cccc(C(F)(F)F)c2)c1 | -4
CCc1ccc(OCc2nnc(SCC(=O)Nc3cccc(C(=O)OC)c3)n2C)cc1 | -2
CCCCOC(=O)c1ccc(NS(=O)(=O)c2c(C)nc3scc(C)n3c2=O)cc1 | -3
Nc1ccccc1C(=O)NCc1ccccc1 | 3
CCOC(=O)c1c(-c2ccccc2)csc1NC(=O)c1ccc(N2C(=O)CCC2=O)cc1 | -7
COC(=O)c1sc2cc(C)ccc2c1Cl | 8

# 7 entries from above, ordered by formula weight, smallest number first.
structure | RBX1-CUL1 inh
Nc1ccccc1C(=O)NCc1ccccc1 | 3
COC(=O)c1sc2cc(C)ccc2c1Cl | 8
N#Cc1cccc(NC(=O)c2cccc(C(F)(F)F)c2)c1 | -4
O=C(N/N=C/c1ccc2c(c1)OCO2)c1csc2ccccc12 | 4
O=C(NCCn1cccn1)c1ccc(OC2CCN(C(=O)C3CC3)CC2)cc1 | -3
Cc1oc2c(c1C(=O)NCc1cccc(Br)c1)C1=NCCN1C=N2 | -5
CCc1ccc(OCc2nnc(SCC(=O)Nc3cccc(C(=O)OC)c3)n2C)cc1 | -2

# Later entries.
structure | RBX1-CUL1 inh
CCn1cnnc1CN(C)C(=O)c1cc(-c2cn[nH]c2)nc2cc(F)ccc12 | -1
COc1cccc(NC(=O)CCc2nnc3n(CC(C)C)c(=O)c4ccccc4n23)c1 | -10
COCc1ccc(C(=O)N2CCN(c3ccc(OC)cc3)CC2)cc1 | -1
Cc1cc(C)cc(NC(=O)CC(C)n2nc(C)cc2C)c1 (configuration not stated) | -4
C=CCOC(=O)C1C(C)=NC2=C(C(=O)CC(C)(C)C2)C1c1cc(Br)c(O)c(OCC)c1 (configuration not stated) | 5
O=c1cc(C2CCN(Cc3ccc(-n4cncn4)cc3)CC2)nc[nH]1 | 0
O=C(O)c1cc(NS(=O)(=O)c2ccc3ccccc3c2)ccc1O | -2
O=C(c1ccccc1Cl)N1CCCn2c1nc1ccccc1c2=O | 16
COc1ccc(SCc2ccc(C(=O)NC3CCCCC3)cc2)cc1 | -7
Cc1nc(N(C)C2CCCCC2)ncc1C(C)NC(=O)CCc1cnccn1 (configuration not stated) | 2
N#Cc1c(-c2ccccc2)cc(-c2ccccc2)nc1SCc1ccccc1[N+](=O)[O-] | 5
C=CCN(CC=C)C(=O)c1cc(NC(=O)CC2CCCC2)cc2nc(C3CCCO3)n(C)c12 (configuration not stated) | -3

# The listing continues.
structure | RBX1-CUL1 inh
Cc1ccc(C(=O)Nc2cccc(C(=O)OCC(=O)c3ccc(OC(=O)c4ccco4)cc3)c2)cc1 | -7
N#Cc1nc(COc2ccc(Br)cc2)oc1N1CCC(Cc2ccccc2)CC1 | -4
CCN(CC)C(=O)c1sc(NC(=O)c2cc(-c3ccccc3C)nc3ccccc23)c(C(N)=O)c1C | 7
O=C(Nc1cc(F)ccc1F)c1ccc2c(c1)nnn2C1CCCC1 | -9
COc1cc(CNC2C3CC4CC(C3)CC2C4)ccc1OCC(=O)NC(C)(C)C (configuration not stated) | -2
C[n+]1c2cc3ccccc3cc2n2nc3c(cc21)c1cccc2cccc3c21 | 97*
Cc1ccc(-c2onc(C)c2C)cc1S(=O)(=O)NCc1ccco1 | -11
O=C1c2ccccc2C(=O)N1Oc1c(F)c(F)c(C(F)(F)F)c(F)c1F | 3
Cc1ccc2c(c1)-c1nc(-c3ccc(Cl)cc3)cc(-c3coc4ccccc4c3=O)c1CO2 | -7
O=C(COC(=O)c1ccccc1Br)c1ccc(C2CCCCC2)cc1 | -3
Cc1cccc(C)c1OCc1nnc(SCC(=O)c2ccc(Br)cc2)o1 | -4
CC1(C)Cc2nc(N3CCOCC3)ncc2C(NCc2cccnc2)C1 (configuration not stated) | -2

# Additional structures follow.
structure | RBX1-CUL1 inh
Cc1ccc2c(c1)c1c(c(=O)n(Cc3ccccc3)c(=O)n1Cc1ccccc1F)n2C | -2
CC(C)(c1ccccc1)c1ccc(OCC(=O)NCCc2nc3ccccc3[nH]2)cc1 | -4
C=CCn1nnc(NC(=O)c2cccs2)n1 | 8
CCCCN(CCCC)c1nc(Nc2ccc(OC(F)(F)Cl)cc2)nc(N2CCCCC2)n1 | -4
c1ccc2c(c1)CCN(C1CCCN(Cc3ccon3)C1)C2 (configuration not stated) | -6
CCOC(=O)C(=O)c1nccn1C | 0
COc1ccc(-c2cc(C(F)(F)F)nc(SCC(=O)N3CCCCC3)n2)cc1OC | 13
O=C1CCC(C(=O)N2CCSCC2)CN1CC1CCCCC1 (configuration not stated) | 5
CC(=O)c1cccc(NS(=O)(=O)N2CCCCCC2)c1 | -3
COCCN(C)c1ccc(C(=O)N(C)Cc2ccc3ccccc3n2)cn1 | 1
Cc1ccc(C(=O)OC[C@H]2O[C@@H](OC(=O)c3ccc(C)cc3)[C@H](OC(=O)c3ccc(C)cc3)[C@@H](OC(=O)c3ccc(C)cc3)[C@@H]2OC(=O)c2ccc(C)cc2)cc1 | 3
CCOc1cc(/C=N\NC(=O)CN2CCOCC2)ccc1OCC(=O)O | 5

# Copied from the list:
# Reading of CC(C)(c1ccccc1)c1ccc(OCC(=O)NCCc2nc3ccccc3[nH]2)cc1 in RBX1-CUL1 inh: -4
# Reading of Cc1ccc2c(c1)c1c(c(=O)n(Cc3ccccc3)c(=O)n1Cc1ccccc1F)n2C in RBX1-CUL1 inh: -2
# Reading of O=C1CCC(C(=O)N2CCSCC2)CN1CC1CCCCC1 (configuration not stated) in RBX1-CUL1 inh: 5

# Going on with the list:
structure | RBX1-CUL1 inh
O=C1C(=Cc2ccc(Sc3ccc(Cl)cc3)o2)C(=O)c2ccccc21 | -3
CC(C)(C)C(=O)OC1C(OC(=O)C(C)(C)C)C(OC(=O)C(C)(C)C)C(OC(=O)C(C)(C)C)C(OC(=O)C(C)(C)C)C1OC(=O)C(C)(C)C (configuration not stated) | -4
Cc1ccc2c(c1)OC(c1ccco1)CC2=O (configuration not stated) | -13
COc1ccccc1N1CCN(CCCNC(=O)c2nnc(Cc3ccc(F)cc3Cl)o2)CC1 | 6
CCCN1CC=C2C(C#N)C(=N)C(C#N)(C#N)C(c3c(F)cccc3Cl)C2C1 (configuration not stated) | -6
COc1ccc(NC(NC(=O)c2ccco2)C(=O)c2ccc(C)cc2)cc1Cl (configuration not stated) | -6
Cc1ccccc1Cn1cc(C(=O)N(C)Cc2cccnc2)nn1 | 2
O=C(CN(Cc1ccccc1)C(=O)c1ccco1)Nc1c(Cl)cc(Cl)cc1Cl | 3
Cc1ccc(CN(C)C(=O)c2coc(COc3cccc4cccnc34)n2)cc1 | -3
COc1ccccc1CNC(=O)C1C(=O)N=C2C(C)=CC=CN2C1=O (configuration not stated) | -8
CCOCCCNC(=O)c1ccc(CN(c2ccccc2)S(C)(=O)=O)cc1 | -20
CC1(C)CC(=O)C2=C(C1)OC(=N)C(C#N)C2c1ccccc1 (configuration not stated) | 9

# Continued.
smiles | RBX1-CUL1 inh
O=S(=O)(Nc1ccc2c(c1)Cc1ccccc1-2)c1ccc2ccccc2c1 | -7
CCOc1cc(S(=O)(=O)N2CCC(C(N)=O)CC2)ccc1Cl | -3
CCOc1ccc(OCC)c(NC(=O)c2cnc(SC)nc2-c2ccccc2)c1 | -4
Cc1ccccc1-c1ncnn1-c1sc2c(c1C#N)CCCCC2 | 0
Cc1ccc(-n2nc3c(=S)[nH]nc(C)c3c2C)cc1 | -10
CC(C)OCCCNC(=O)c1ccc(CSc2nc3cccnc3n2Cc2ccccc2)cc1 | 5
COc1cc(C)c(C(Sc2ccccc2)=S=NS(=O)(=O)c2ccc(C)cc2)c(C)c1C(C)C | 4
COc1ccc(Cn2ccc3c(cnc4nc(C)nn43)c2=O)cc1 | 15
Cc1ccc(C)n1-c1cc(C(=O)O)ccc1Cl | 101*
O=c1[nH]n(CN2CCOCC2)c(=O)c2ccccc12 | 3
O=C(c1cccc2c1OCC2)N1CCc2[nH]nc(-c3cccc(F)c3)c2C1 | 6
COc1ccc(-c2cc(C(F)(F)F)nc(SCC(=O)Nc3ccccc3SC)n2)cc1 | 0

# Two entries drawn at random from those above, as already listed:
smiles | RBX1-CUL1 inh
CCOc1cc(S(=O)(=O)N2CCC(C(N)=O)CC2)ccc1Cl | -3
O=C(c1cccc2c1OCC2)N1CCc2[nH]nc(-c3cccc(F)c3)c2C1 | 6

# (list continues)
smiles | RBX1-CUL1 inh
COC(=O)C1CN(Cc2ccccc2)c2ccccc2O1 (configuration not stated) | -4
COc1ccc(Nc2ncc(C(=O)Nc3cccc(Cl)c3)c3ccccc23)cc1 | -5
C=CCOc1ccc(NC(=O)c2ccco2)cc1 | -3
c1ccc(C(=C(c2ccccc2)c2ccccc2)c2ccccc2)cc1 | -9
CC(NC(=O)c1cc(F)c(F)cc1Cl)C1CCCO1 (configuration not stated) | 5
CCOC(=O)N1CCC(NC(=O)c2cnn(-c3ccc(C)cc3)c2-n2cccc2)CC1 | -9
CC(C)CC(C(=O)Nc1cccc([N+](=O)[O-])c1)N1C(=O)c2c(Cl)c(Cl)c(Cl)c(Cl)c2C1=O (configuration not stated) | 0
COc1ccc(-c2ccc(S(=O)(=O)N3CCCC3)cc2)cc1 | 1
O=S(=O)(O)N=Nc1ccc2c(c1)[nH]c1ccccc12 | -2
Cc1cccc(CSc2nc3ccncc3n2Cc2ccc(C(=O)O)cc2)c1 | -2
CC1(C)CC(=O)C2=C(C1)N=C1c3ccccc3C(=O)C1C2c1ccc2c(c1)OCO2 (configuration not stated) | 6
Cc1ccc(C(=O)NNC(=O)[C@@H]2CCCC[C@@H]2C(=O)O)cc1 | 3

# Other records
smiles | RBX1-CUL1 inh
COc1ccc(C2NC(C(=O)O)CS2)cc1OC (configuration not stated) | 0
CCOc1cc(-c2nnn(C)n2)ccc1OC | 1
COc1ccc(CC(C#N)=NC(=O)c2ccccc2)cc1OC | -1
COc1cccc(CN2CCCC3(CCN(C(=O)c4cnc(C)cn4)C3)C2)c1 (configuration not stated) | 8
O=C(COc1ccc(N2CCN(c3ccccn3)CC2)nn1)NCCCn1ccc2ccccc21 | 0
CNc1nc(C)nc2c1oc1ccccc12 | -5
O=C(CC1Sc2ccccc2NC1=O)Nc1ccc(OC(F)F)cc1 (configuration not stated) | -3
COc1ccccc1Nc1c2c(nc3ccc(NC(=O)/C=C/c4cccc(OC)c4OC)cc13)CCCC2 | -6
Cc1[nH]c2ccccc2c1CCN1C(=O)NC(=O)C2C1=NC(c1ccccc1F)=NC2(C(F)(F)F)C(F)(F)F (configuration not stated) | 1
CCOc1ccc(CNC(=O)CCS(=O)(=O)c2ccc3c(c2)oc(=O)n3C)cc1 | -2
COCCN1CN=C(NS(=O)(=O)c2ccc(C)cc2)NC1 | -4
O=C(Cn1c(=O)nc(-c2ccccc2)c2cc(Cl)ccc21)N1CCN(c2ccccc2F)CC1 | -7

# Further compounds:
smiles | RBX1-CUL1 inh
C=CCn1c(SCC(=O)Nc2ccc(C)cc2)nc2sc(C)c(C)c2c1=O | 5
COc1ccc(N2CCN(C(=O)CC34CC5CC(C3)CC(n3ncnn3)(C5)C4)CC2)cc1 | 7
CC(=O)N(C1=C(N(C)C)C(=O)c2ccccc2C1=O)c1ccc(F)cc1 | 1
COc1ccc(-c2nc(Cn3c(SCc4cccc(F)c4)nc4cccnc43)c(C)o2)cc1 | -1
O=C(Nc1nnc(C23CC4CC(CC(C4)C2)C3)s1)c1cccc(Cl)c1 | -5
COc1ccc2cc(CNc3ccc(OC)c(OC)c3)c(=O)n(CC(=O)Nc3ccc(C)cc3)c2c1 | 3
CCC(=O)N[C@@H]1c2ccccc2C2(CCN(Cc3ccc(C)s3)CC2)[C@H]1OCCOC | 0
CSCCC(=O)N1CCC(CO)(Cc2ccccc2)CC1 | -1
CCn1nc(C)c(/C=C2\CCCC3=C2OC(=N)C(C#N)C3c2c(C)nn(CC)c2C)c1C (configuration not stated) | 3
Cn1c(=O)c2c(nc(Cl)n2CC(O)CO)n(C)c1=O (configuration not stated) | 1
CC(C)(C)c1ccccc1OCC(=O)Nc1ncn[nH]1 | 6
CC12Cc3c(Cl)c(Cl)c(Cl)c(Cl)c3C(C)(CC(=O)O1)C2 (configuration not stated) | 11

# More compounds:
smiles | RBX1-CUL1 inh
CCOC(=O)C1(Cc2ccc(OC)cc2)CCN(C(=O)c2cccnc2)CC1 | -7
O=C(c1ccc(N2CCSCC2)nc1)N1CCC(Cn2cccn2)CC1 | 0
COCCn1cnc2cc(NC(=O)C3CCCCC3)cc(C(=O)NCc3cc(F)ccc3C)c21 | -1
COc1ccc(-c2nc(-c3ccc4c(c3)C(=O)c3ccccc3-4)c(-c3ccccc3)[nH]2)c(OC)c1 | -2
C=CCN=C1CCCc2c1[nH]c1ccc(C3CCCCC3)cc21 | 5
COc1ccc(S(=O)(=O)N(C)C)cc1C(=O)NC1CCCC1 | 1
CC(=O)Oc1ccccc1N1C(=S)NC(C)(C)C=C1C | -1
CCn1c2ccccc2c2cc(C3Nc4cccc5cccc(c45)N3)ccc21 | -5
N#C/C(=N\O)c1nc(-c2ccc(F)cc2)cs1 | 0
CCn1c(SCC(=O)Nc2ccc(C)cc2C)nnc1C(NC(=O)c1ccc(F)cc1)C(C)C (configuration not stated) | 2
Cc1cccc(NC(=O)CN2CCN(c3ccc(F)cc3)CC2)c1C | -6
CCOC(=O)c1oc2c(c1C)-c1nn(Cc3ccccc3Cl)cc1CC2 | -1

# More records follow.
smiles | RBX1-CUL1 inh
COc1cc2c(C(=O)O)c(C)n(-c3ccc(N(C)C)cc3)c2c2ccccc12 | -2
CCOc1ccc([C@@H]2C[C@H]3CN(CCc4ccccc4)C(=O)[C@]34CCCN24)cc1CO | -7
Cc1ccc(-c2sc(C(=O)Nc3ccc(Br)cc3)cc2CC(=O)O)cc1 | -3
O=C(NCCC(c1ccccc1)c1ccccc1)C1CC12CCN(C(=O)c1ccc[n+]([O-])c1)CC2 (configuration not stated) | 3
CCOC(=O)C1=C(C)N=c2s/c(=C\c3cc4c(cc3Br)OCO4)c(=O)n2C1c1ccc(Cl)cc1 (configuration not stated) | -3

# Screening results from PubChem.

# Some of the compounds tested; rates above refer to the full screens.
